Compound activity: PubChem, several laboratories
STAT3 activator – STAT3 signaling activation. activation (% of control), % at 5.6 µM. U3A cells, IL-6 STAT3-luciferase reporter, luminescence; 100% = signal with IL-6 EC80 alone. 0.91% of 190,000 active;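 active = activation above the screen-wide mean of compound activation plus 3 SD, cut at about 130% in these data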;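 also: 0% = background luminescence of wells with medium and substrate only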
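Detection: reporter luminescence signal / Assay system: STAT1-lacking human U3A cells, STAT3 luciferase reporter / Incubation: compound pre-incubation 1 h before IL-6, then 6 h stimulation at 37 °C / Control set: IL-6-only high control / Read-out: % activation relative to IL-6 control / Probe or stimulus: Interleukin-6, 33 ng/mL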
STAT1 act – activators of IFN-gamma induced STAT1 signaling; 2.6% of 200,000 active; activation (% of control), % at 5.5 µM; NIH 3T3 STAT1-luciferase reporter, luminescence; 100% = IFN-gamma alone, no compound;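 active = activation above the screen-wide mean activation plus 3 SD, cut at about 130% in these data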;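 also: raw ratio to IFN-gamma control signal so 100% means no change and 0% no light; values of inactives mirror those of a sister screen read the other way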
ROMK mod – human ROMK K+ channel modulation, primary screen. Tet-inducible ROMK, thallium flux fluorescence; actives lie on both sides. B-score at 10 µM. 2% of 130,000 active. AID 1918;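 active = signal ratio slope over the read window, or its plate-corrected B-score, at least 3 SD from the plate mean, either direction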;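 also: B-score of the F/F0 ratio slope over 7 to 12 s after thallium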
Target sequence (P48048 whole entry, looked up): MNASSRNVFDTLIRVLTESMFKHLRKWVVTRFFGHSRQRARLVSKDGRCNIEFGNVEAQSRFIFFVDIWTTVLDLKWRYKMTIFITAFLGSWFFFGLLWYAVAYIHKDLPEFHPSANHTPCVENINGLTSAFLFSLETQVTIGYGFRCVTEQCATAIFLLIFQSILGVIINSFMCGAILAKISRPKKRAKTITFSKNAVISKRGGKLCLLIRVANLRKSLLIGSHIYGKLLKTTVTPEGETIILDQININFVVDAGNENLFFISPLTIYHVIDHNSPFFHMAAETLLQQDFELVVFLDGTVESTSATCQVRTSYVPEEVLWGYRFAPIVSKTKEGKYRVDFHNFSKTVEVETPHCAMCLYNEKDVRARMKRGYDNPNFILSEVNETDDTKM
STAT1 blocker – STAT1 signaling inhibition | inhibition, % at 5.5 µM | 0.35% of 200,000 active | AID 920 | NIH 3T3 STAT1-luciferase reporter, IFN-gamma, luminescence;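 active = inhibition above a set limit, the mean inhibition across all tested compounds plus 3 SD, cut at about 34% in these data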;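 also: 0% = IFN-gamma with DMSO and 100% = IFN-gamma with 300 µM nifuroxazide; values of inactives mirror those of a sister screen read the other way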
FLuc inh counter – Photinus pyralis luciferase inhibition counter-screen; P08659; ATPLite firefly luciferase biochemical luminescence, 10 min; inhibition, % at 10 µM; 1.5% of 200,000 active; AID 1006;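 active = inhibition above about 50% when tested at 10 µM, limit read from the data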
Target sequence (P08659 whole entry, looked up): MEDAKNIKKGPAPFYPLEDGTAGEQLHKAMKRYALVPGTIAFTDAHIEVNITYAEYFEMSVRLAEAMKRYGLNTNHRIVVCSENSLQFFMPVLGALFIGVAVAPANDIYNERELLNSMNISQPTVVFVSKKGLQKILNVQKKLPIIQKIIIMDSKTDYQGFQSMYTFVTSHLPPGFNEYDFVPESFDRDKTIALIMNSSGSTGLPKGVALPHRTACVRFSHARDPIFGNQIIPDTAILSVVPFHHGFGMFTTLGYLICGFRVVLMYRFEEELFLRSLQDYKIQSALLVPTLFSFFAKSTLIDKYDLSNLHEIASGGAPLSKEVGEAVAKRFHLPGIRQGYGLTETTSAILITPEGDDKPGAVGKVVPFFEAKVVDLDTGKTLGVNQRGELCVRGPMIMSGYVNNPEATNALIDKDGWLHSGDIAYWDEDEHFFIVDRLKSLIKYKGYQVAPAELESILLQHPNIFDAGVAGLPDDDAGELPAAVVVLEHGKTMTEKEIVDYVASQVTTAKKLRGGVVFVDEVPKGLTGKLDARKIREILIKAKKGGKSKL
NF-kB expr up – NF-kB expression increase, human neuronal cells; NF-kB reporter expression; hits give high values; AID 1239; fold change at 12.5 µM; 1.6% of 190,000 active; in the data active = fold change above about 3.3
APP 5UTR inh – APP translation inhibition. SH-SY5Y APP 5'UTR-luciferase reporter, luminescence. 0.82% of 190,000 active. inhibition, % at 2 µM;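 active = inhibition above a set limit, derived from the sample mean plus 3 SD, cut at about 45% in these data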; also: values of inactives mirror those of a sister screen read the other way
STAT3 blocker – inhibitors of IL-6 induced STAT3 signaling. U3A cells, IL-6 STAT3-luciferase reporter, luminescence; host cell line lacks STAT1. AID 862. inhibition, % at 5.5 µM. 0.89% of 190,000 active;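 active = inhibition above the mean inhibition across all screened compounds plus 3 SD, cut at about 44% in these data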;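 also: 0% = DMSO only wells and 100% = 100 µM nifuroxazide control wells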
FLuc act counter – firefly luciferase counter-screen for stimulation assays | ATPlite luciferase biochemical, luminescence, 10 min; 0 = ATP-free wells, 1 = DMSO control | activation factor at 10 µM | 200,000 tested, under 10 active | P08659;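 active = luciferase activation factor, scaled between plate controls, of at least 2 with compound at 10 µM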
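Material: luciferase plus luciferin reagent, cell-free. Medium: PBS buffer for ATP. Also added: ATP substrate, dispensed from a 10.24 µM working solution in PBS. Doses: test compounds dosed from 2 mM stocks in 100% DMSO. Incubation: 10 min post-reagent at room temperature. Technique: light output (luminescence). Read-out basis: luminescence gain marking luciferase activators.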
APP 5'UTR act – APP 5'UTR luciferase reporter activation; SH-SY5Y APP 5'UTR luciferase reporter, luminescence; zero percent = DMSO vehicle wells; activation, % at 2 µM; 1% of 190,000 active;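 active = activation above a set limit, based on mean plus 3 SD of controls, cut at about 140% in these data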; also: values of inactives mirror those of a sister screen read the other way
* marks the source's active call; other numbers are inactive results; x = no result given.

Every second line gives: ROMK mod | STAT3 activator | STAT3 blocker | APP 5'UTR act | FLuc inh counter | FLuc act counter | STAT1 act | STAT1 blocker | NF-kB expr up | APP 5UTR inh
#1 Cc1cc(=O)n(Cc2ccc(OC(C)C)cc2)c(=S)[nH]1
→ 0.56 | 108 | -7 | -3 | -9 | 1.1 | 98 | 0 | 1 | 3
#2 CCOCCCNC(=S)N(Cc1ccccc1)Cc1nc2ccccc2c(=O)[nH]1
→ -0.79 | 99 | 10 | -15 | -2 | 1 | 99 | 1 | 1.1 | 15
#3 CCC(=O)N1c2ccccc2C(N(C(C)=O)c2ccccc2)CC1C (stereo unspecified)
→ 0.39 | 88 | 18 | 27 | -4 | 1 | 99 | 12 | 1.7 | -27
#4 CSc1cccc(NC(=S)NCCCN2CCN(c3ccc(F)cc3)CC2)c1
→ -2.7* | 88 | 15 | 2 | -9 | 1.1 | 92 | 8 | 0.86 | -2
#5 CC(=O)Nc1ccc(NC(=O)CSc2nnc3c4ccccc4n(C)c3n2)cc1
→ 1.9 | 85 | 22 | -4 | -9 | 1.1 | 102 | -1 | 1.2 | 4
#6 Cc1cc(C(=O)CN2C(=O)NC3(CCCCC3)C2=O)c(C)n1C
→ 0.4 | 103 | -1 | 19 | -6 | 1.1 | 114 | -16 | 1.1 | -19
#7 CCNC(=O)C1CC(=O)N(Cc2ccc3c(c2)OCO3)C(=Nc2ccc(OCC)cc2)S1 (stereo unspecified)
→ -0.11 | 109 | -7 | 2 | -4 | 1 | 99 | 1 | 1.3 | -2
#8 Cc1cc(C)cc(NC(=O)c2cnn(-c3ccccc3)c2C2CCNCC2)c1
→ -2.3 | 100 | 6 | -16 | -2 | 1 | 101 | 0 | 1.1 | 16
#9 Cc1ccccc1Cc1n[nH]c(=S)n1N
→ 0.98 | 108 | -10 | -10 | -8 | 1.1 | 98 | 3 | 1.2 | 10
#10 COc1ccc2[nH]c3c(N4CCN(Cc5ccc6c(c5)OCO6)CC4)ncnc3c2c1
→ -1.4 | 90 | 16 | 2 | -5 | 1 | 87 | 14 | 0.35 | -2
#11 NC(=O)c1ccc(N2CCCCCC2)c([N+](=O)[O-])c1
→ -0.15 | 93 | 18 | -1 | -2 | 1 | 94 | 5 | 1.2 | 1
#12 Cc1cccc(Nc2ncnc3c2cnn3Cc2ccccc2)c1
→ -0.8 | 102 | 5 | 3 | -3 | 1 | 104 | -6 | 0.75 | -4
#13 CCC(=O)c1ccc(OCc2ccccc2)c(OC)c1
→ x | 108 | -10 | 71 | 6 | 0.9 | 129* | -33 | 2 | -71
#14 CCn1c(CNc2ccc(Cl)cc2)nnc1SCc1ccccc1
→ -1.4 | 91 | 8 | 4 | -7 | 1.1 | 98 | 3 | 0.88 | -4
#15 CC(C)(C)NC(=O)COC(=O)Cc1ccc(Cl)cc1
→ -0.36 | 95 | 7 | -3 | 0 | 1 | 102 | 4 | 1.1 | 3
#16 Cc1cc(C(=O)CN2C(=O)NC3(CCCc4sccc43)C2=O)c(C)n1-c1ccccc1 (stereo unspecified)
→ -0.53 | 107 | -10 | 14 | 6 | 0.9 | 112 | -12 | 1.1 | -14
#17 c1ccc(-n2nnnc2SCc2cn3ccccc3n2)cc1
→ x | 91 | 15 | 0 | 6 | 0.9 | 92 | 9 | 1.4 | 0
#18 O=C(c1ccco1)n1c(=S)nc2ccccn21
→ x | 106 | 1 | 87 | 68* | 0.3 | 144* | -48 | 5.4* | -87
#19 Nc1nnc(CCCCCCCCCCc2nnc(N)s2)s1
→ x | 90 | 15 | -15 | -6 | 1.1 | 80 | 20 | 0.87 | 15
#20 COc1cc(OC)c(C(=O)Nc2ncn[nH]2)cc1OC
→ 0.62 | 101 | 1 | 6 | x | x | 95 | 6 | x | -6
#21 COC(=O)CNC(=O)c1sc2ncn(CC(=O)Nc3ccc(C)c(Cl)c3)c(=O)c2c1C
→ 0.36 | 120 | -21 | 16 | -5 | 1 | 100 | 0 | 1.1 | -16
#22 O=C(CS(=O)(=O)c1c[nH]c2ccccc12)N1CCCCCC1
→ -0.19 | 108 | -4 | 6 | -5 | 1 | 100 | 0 | 1 | -6
#23 CCOc1cc(CNCc2ccccn2)ccc1OCC(=O)NC1CCCCC1
→ 0.55 | 93 | 8 | -6 | -6 | 1.1 | 100 | 0 | 0.97 | 6
#24 Cc1nnc(NC(=O)CSc2nnc3scc(-c4ccc(C)c(C)c4)n23)s1
→ 0.32 | 103 | -1 | 0 | -7 | 1.1 | 91 | 10 | 1.2 | 0
#25 CN(C)c1ccc(/C=C2\N=C(c3ccc(Cl)c([N+](=O)[O-])c3)NC2=O)cc1
→ -1.1 | 104 | 1 | 6 | 16 | 0.8 | 101 | -3 | 0.9 | -6
#26 Cc1ccc(NC(=O)c2ccc(OCC3CCCO3)cc2)c(C)c1 (stereo unspecified)
→ x | 90 | 11 | 27 | 11 | 0.9 | 101 | -1 | 1.6 | -27
#27 O=C(COc1ccc(F)cc1)Nc1nnc(-c2ccncc2)s1
→ x | 93 | 13 | 6 | -6 | 1.1 | 100 | 0 | 0.9 | -6
#28 Cc1ccc(-c2cnc3cc(C)nn3c2)cc1
→ -0.66 | 44 | 69* | 147* | 91* | 0.1 | 80 | 22 | 5.7* | -147
#29 COc1ccc2c(OC)cc(-c3ccccc3)nc2c1
→ x | 86 | 20 | 0 | -7 | 1.1 | 99 | 2 | 0.99 | 0
#30 COc1cc2c(cc1OC)C[N+](C)(C)CC2
→ x | x | x | -3 | -9 | 1.1 | 98 | 1 | 1.1 | 3

Fetched one by one from the entries so far:
Every second line gives: ROMK mod | STAT3 activator | STAT3 blocker | APP 5'UTR act | FLuc inh counter | FLuc act counter | STAT1 act | STAT1 blocker | NF-kB expr up | APP 5UTR inh
#4 CSc1cccc(NC(=S)NCCCN2CCN(c3ccc(F)cc3)CC2)c1
→ -2.7* | 88 | 15 | 2 | -9 | 1.1 | 92 | 8 | 0.86 | -2
#13 CCC(=O)c1ccc(OCc2ccccc2)c(OC)c1
→ x | 108 | -10 | 71 | 6 | 0.9 | 129* | -33 | 2 | -71
#22 O=C(CS(=O)(=O)c1c[nH]c2ccccc12)N1CCCCCC1
→ -0.19 | 108 | -4 | 6 | -5 | 1 | 100 | 0 | 1 | -6
#27 O=C(COc1ccc(F)cc1)Nc1nnc(-c2ccncc2)s1
→ x | 93 | 13 | 6 | -6 | 1.1 | 100 | 0 | 0.9 | -6

Records above that bear a hit mark in NF-kB expr up:
no.	SMILES	ROMK mod	STAT3 activator	APP 5'UTR act	STAT1 act	STAT1 blocker	NF-kB expr up	APP 5UTR inh
18	O=C(c1ccco1)n1c(=S)nc2ccccn21	x	106	87	144*	-48	5.4*	-87
28	Cc1ccc(-c2cnc3cc(C)nn3c2)cc1	-0.66	44	147*	80	22	5.7*	-147

Additional structures.
Every second line gives: ROMK mod | STAT3 activator | STAT3 blocker | APP 5'UTR act | FLuc inh counter | FLuc act counter | STAT1 act | STAT1 blocker | NF-kB expr up | APP 5UTR inh
#31 Cc1cc(NC(=O)CCC(=O)N(c2ccccc2)C2(C(=O)NC3CCCCC3)CCCC2)no1
→ x | 105 | 3 | 13 | -11 | 1.1 | 101 | -2 | 1.6 | -13
#32 Cc1c(CNC2CCCC2)c(C(=O)O)c(C)n1Cc1ccccc1
→ 0.32 | 101 | -3 | -12 | -3 | 1 | 99 | 1 | 1.1 | 12
#33 Cc1cc(C)cc(NC(=O)C(=O)NCc2ccccn2)c1
→ -0.0042 | 100 | 1 | x | -3 | 1 | 96 | 4 | 1.4 | x
#34 CC1(C)Cc2noc(N)c2C(C)(C)N1OC(=O)c1ccccc1
→ x | 100 | 5 | 4 | 2 | 1 | 104 | -5 | 1.1 | -4
#35 C/C(=N\NC(=S)NC1CCCCC1)c1ccc(C#N)cc1
→ x | 85 | 17 | 0 | -3 | 1 | 93 | 8 | 1 | 0
#36 Oc1c(C(c2ccccn2)N2CCC(Cc3ccccc3)CC2)cc(Cl)c2cccnc12 (stereo unspecified)
→ x | 114 | -15 | -11 | -4 | 1 | 99 | 0 | 1.7 | 11
#37 O=C(O)COc1ccc2occ(C(=O)c3ccccc3)c2c1
→ x | 95 | 11 | 2 | 1 | 1 | 97 | 4 | 1.1 | -2
#38 COc1cc(C(=O)N2CCN(C(=O)c3ccco3)CC2)c([N+](=O)[O-])cc1OC
→ -0.83 | 94 | 11 | 16 | -8 | 1.1 | 104 | -8 | 1.1 | -16
#39 O=C(N/N=C/c1ccsc1)c1cc(-c2ccncc2)nc2ccccc12
→ 3* | 116 | -22 | -60 | -3 | 1 | 101 | 2 | 1.2 | 60*
#40 CCCCCn1c(CN2CCCCC2CC)nc2c1c(=O)n(C)c(=O)n2C (stereo unspecified)
→ x | 111 | -13 | 3 | -11 | 1.1 | 107 | -6 | x | -3
#41 O=S(=O)(c1cccs1)N1CCN(C/C=C/c2ccccc2)CC1
→ x | 98 | 7 | 3 | -5 | 1 | 98 | 3 | 1.2 | -3
#42 CCn1c(=O)n(Cc2ccco2)c(=N)c2c3c(sc21)COC(C)(C)C3
→ x | 106 | 4 | 15 | -9 | 1.1 | 102 | -2 | 0.75 | -15
#43 Cc1ccc(C(=O)N(NC2=NS(=O)(=O)c3ccccc32)S(=O)(=O)c2ccc(C)cc2)cc1
→ x | 102 | 2 | 6 | -7 | 1.1 | 98 | 2 | 1.2 | -6
#44 CSc1ccccc1C(=O)NCc1ccccc1C
→ 0.26 | 99 | 2 | -7 | -8 | 1.1 | 97 | 4 | 1.2 | 7
#45 c1ccc(Cn2c(-c3ccco3)nc3nc4ccccc4nc32)cc1
→ x | 102 | 3 | 61 | 11 | 0.9 | 152* | -58 | 2.1 | -61
#46 CCOc1ccc(NC(=O)CSc2nnc(Cn3cnc4ccccc43)n2C)cc1
→ 0.17 | 110 | -11 | 15 | 6 | 0.9 | 93 | 7 | 1.2 | -16
#47 CCOC(=O)C1CCN(C(=O)C2CCN(S(=O)(=O)CC)CC2)CC1
→ x | 99 | 5 | -1 | -5 | 1.1 | 100 | 0 | 1.2 | 1
#48 COCCSc1ccccc1C(=O)NCCCn1ccnc1
→ x | 103 | 1 | 14 | 2 | 1 | 95 | 5 | 1.2 | -14
#49 O=C(O)CCNS(=O)(=O)c1ccc2c(c1)Cc1ccccc1-2
→ 0.45 | 97 | 6 | -2 | -2 | 1 | 100 | 0 | 1.1 | 2
#50 CC(C)C1CC(CCN)(Cc2ccccc2)CCO1 (stereo unspecified)
→ -0.53 | 102 | 1 | 0 | -2 | 1 | 100 | -2 | 0.89 | 0
#51 FC(F)(F)c1cc(-c2cccs2)nc(-n2cc(Br)cn2)n1
→ -0.2 | 91 | 10 | x | -5 | 1.1 | 96 | 4 | 0.93 | x
#52 COc1ccc(CCNC(=O)CCNS(=O)(=O)c2ccc3c(c2)CCN3C(C)=O)cc1OC
→ x | 76 | 34 | -6 | -2 | 1 | 92 | 10 | 0.84 | 6
